# Assay outcomes: PubChem BioAssay, several laboratories
# Efflux pump inh = inhibitors of Candida efflux pumps in yeast, primary screen, S. cerevisiae, Nile Red, multiplex; S. cerevisiae Candida pump triplex; AID 485275, 2010; 0.44% of 330,000 active; inhibition, % at 10 µM;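 active means plate passing quality check with inhibition over a set limit, or well fluorescence over plate mean plus 4 SD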;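 further: Nile Red retained in pooled yeast measured as flow cytometry median fluorescence; 0% = buffer negative control and 100% = Enniatin B positive control; higher means more Nile Red kept so more efflux inhibition; some compounds called inactive have numbers as strong as hits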
# GLD-1 RNA inh = GLD-1/TGE RNA complex disruptors, primary screen, biochemical, fluorescence polarization; purified GLD-1 + fluorescein TGE RNA; inhibition, % at 5.96 µM; 0.44% of 320,000 active;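 active means percent inhibition above a per-plate cutoff, the plate mean of test compounds plus 3 SD, cut at about 30% in these data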;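 further: 0% = DMSO wells with GLD-1 and probe and 100% = wells lacking GLD-1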
# Target sequence (Q17339 whole entry, looked up): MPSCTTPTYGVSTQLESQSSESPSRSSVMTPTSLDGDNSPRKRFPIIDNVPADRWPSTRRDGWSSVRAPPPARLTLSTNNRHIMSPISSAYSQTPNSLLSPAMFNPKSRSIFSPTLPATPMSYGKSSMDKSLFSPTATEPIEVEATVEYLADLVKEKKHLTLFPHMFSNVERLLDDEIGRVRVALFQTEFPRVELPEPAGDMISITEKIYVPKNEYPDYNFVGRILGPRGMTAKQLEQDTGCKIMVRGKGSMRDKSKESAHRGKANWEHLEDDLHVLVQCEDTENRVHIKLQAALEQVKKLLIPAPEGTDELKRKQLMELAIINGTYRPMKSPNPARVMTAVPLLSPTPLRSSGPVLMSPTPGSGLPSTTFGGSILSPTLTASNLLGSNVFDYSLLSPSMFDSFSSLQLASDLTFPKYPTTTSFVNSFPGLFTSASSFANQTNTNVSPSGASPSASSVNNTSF
# ZTA counter = blocks Epstein-Barr virus ZTA, an EBNA-1 counter-screen; P03206; ZTA-DNA binding, fluorescence polarization; inhibition, % at 11 µM; 0.15% of 320,000 active; AID 2234; in the data active means inhibition above about 33%
# Target sequence (P03206 whole entry, looked up): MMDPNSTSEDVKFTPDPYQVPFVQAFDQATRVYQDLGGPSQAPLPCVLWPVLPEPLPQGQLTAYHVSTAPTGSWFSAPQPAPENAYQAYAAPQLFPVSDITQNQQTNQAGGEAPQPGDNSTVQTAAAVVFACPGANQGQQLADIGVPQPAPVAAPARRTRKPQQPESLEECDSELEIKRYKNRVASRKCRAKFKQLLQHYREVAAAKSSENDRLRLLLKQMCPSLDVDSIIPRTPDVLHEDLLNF
# CR mimetic SO = reduction of superoxide in aged yeast, primary screen, HTS | S. cerevisiae aged cells, superoxide DHE fluorescence; hits give low values | superoxide response (% of plate mean), % at 10 µM | 0.18% of 330,000 active;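 active means superoxide response under a set limit, about three screen SD below normal, cut at about 65% in these data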;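 further: yeast aged for seven days with compound at 30 °C before DHE staining; 100% = average MFI of all compound-treated wells on the plate with controls excluded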
# MCL1-BIM inh = inhibitors of MCL1 binding to BIM-BH3, primary screen, biochemical, fluorescence polarization. Induced myeloid leukemia cell differentiation protein Mcl-1 (Homo sapiens), Q07820. GST-MCL1 / FITC-Bim-BH3 fluorescence polarization. inhibition, % at 10.9 µM. 0.68% of 320,000 active. AID 2057, 2009;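 active means inhibition above the mean inhibition of all tested compounds plus 3 SD, set per campaign, cut at about 40% in these data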;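 further: 0% = DMSO wells and 100% = unlabeled Bim-BH3 peptide control; higher means more loss of mP so more displacement of Bim peptide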
# EBNA-1 inh = EBNA-1 DNA-binding inhibitors, primary screen, biochemical, fluorescence polarization. inhibition, % at 14.8 µM. 0.34% of 300,000 active. AID 1950, 2009; in the data active means inhibition above about 28%
# MEX-5 binding = MEX-5 zinc finger RNA-binding disruptors – biochemical, C. elegans, fluorescence polarization, MLPCN library, primary screen; 0.38% of 300,000 active; AID 1832, 2009; activity score (negative = inhibition of binding), % at 10 µM; MEX-5/FITC-TCR2 RNA binding; hits give low values; Zinc finger protein mex-5 (Caenorhabditis elegans), Q9XUB2;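 active means inhibition past about -25% in most replicates, and total fluorescence under double the plate's negative control median, limit read from the data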;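 further: 0% = DMSO and -100% = 5 µM competing unlabeled TCR2 RNA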
# Fam108B inh = mouse Fam108B serine hydrolase inhibitors, primary screen, counter-screen for RBBP9 inhibitor project, biochemical, fluorescence polarization; recombinant Fam108B, FP-Rh probe fluorescence polarization; inhibition, % at 9.51 µM; AID 1947, 2009; 0.33% of 300,000 active;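 active means inhibition above the screen mean inhibition plus 3 SD, computed separately per campaign, cut at about 18% in these data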;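 further: inhibitors lower polarization as less probe binds the enzyme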
# BCLXL inh = inhibitors of human Bcl-xL, primary screen, biochemical, fluorescence polarization, HTS; Bcl-2-like protein 1 (Homo sapiens), Q07817; GST-Bcl-xL / FITC-Bim BH3 peptide fluorescence polarization; inhibition, % at 10.9 µM; 0.7% of 320,000 active;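 active means inhibition above the mean of all tested compounds plus 3 SD, cutoff set per campaign, cut at about 30% in these data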;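 further: 0% = DMSO wells and 100% = unlabeled Bim-BH3 peptide competitor; inhibitors lower millipolarization by displacing the labeled peptide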
# * = called active by the depositor; nt = no result given.
1. Cc1ccc2nc(S(=O)(=O)O)[nH]c2c1
2. N#Cc1c(N)c(C(=O)c2ccc(Br)cc2)n2c1CCC2
3. COc1ccc(C(C#N)(CC(=O)O)c2cnccn2)cc1OC (stereo not given)
4. Brc1cccc(-c2cnco2)c1
5. CCSc1nnnn1-c1ccccc1
6. COc1cccc(CN2CC(O)=C(c3nc(-c4ccc(Cl)cc4)cs3)C2=N)c1
Compound	1	2	3	4	5	6
Efflux pump inh	-0.2	0.0	0.0	-0.1	0.1	-0.1
GLD-1 RNA inh	0	4	-3	9	-1	1
ZTA counter	8	4	-4	-6	16	-6
CR mimetic SO	98	100	100	91	105	106
MCL1-BIM inh	10	1	5	3	-7	-3
EBNA-1 inh	4	5	-5	-2	9	4
MEX-5 binding	0.2	2.1	1.9	-0.7	-1.8	-4.1
Fam108B inh	-1	2	0	-2	1	1
BCLXL inh	4	11	5	3	-2	3

# Next section, overlapping the part above by 2 compounds.
5. CCSc1nnnn1-c1ccccc1
6. COc1cccc(CN2CC(O)=C(c3nc(-c4ccc(Cl)cc4)cs3)C2=N)c1
7. O=C(NCCc1ccccc1)c1n[nH]c2ccccc12
8. O=C(Nc1ccc2nc(-c3ccco3)c(-c3ccco3)nc2c1)N1CCN(c2ccccn2)CC1
9. CCOc1ccc(C(=O)NCCC(=O)N2CCC3(CC2)NCCc2[nH]cnc23)cc1OCC
10. CC1(C(=O)c2ccccc2)C2c3c(ccc4ccccc34)OC(=O)C21C(=O)N1CCOCC1 (stereo not given)
11. COc1cccc(CN(C)C(=O)c2ccc(NS(=O)(=O)c3ccc(F)cc3)cc2)c1OC
12. O=C(CSCc1c(Cl)cccc1Cl)NN1C(=O)c2ccccc2C1=O
Compound	5	6	7	8	9	10	11	12
Efflux pump inh	0.1	-0.1	0.0	-0.4	0.0	0.0	-0.1	0.0
GLD-1 RNA inh	-1	1	3	34*	8	5	-6	4
ZTA counter	16	-6	-3	-3	-1	-29	-6	-5
CR mimetic SO	105	106	95	90	110	97	80	117
MCL1-BIM inh	-7	-3	4	53*	6	11	-3	2
EBNA-1 inh	9	4	4	-1	-4	-5	6	3
MEX-5 binding	-1.8	-4.1	1.3	-30*	0.9	2.8	5.5	2.6
Fam108B inh	1	1	4	10	2	0	5	2
BCLXL inh	-2	3	4	51*	4	9	3	2

13. CCCCNC(=O)c1c[nH]c2ccc(S(=O)(=O)Nc3ccc(OCC)cc3)cc2c1=O
14. COc1ccc(N(C)S(=O)(=O)c2cccc(C(=O)OC(C(=O)Nc3cc(C)cc(C)c3)c3ccccc3)c2)cc1 (stereo not given)
15. COc1ccccc1CNC(=O)c1ccc(CS(=O)Cc2cccc(Cl)c2)o1 (stereo not given)
16. N#CC1=C(N)Oc2cc(Nc3ccccc3)ccc2C1c1ccncc1 (stereo not given)
17. COC(=O)c1sc(NC(=O)c2ccc(OC)cc2OC)nc1C
18. COC(=O)c1cn(-c2ccccc2)nc1C(=O)OC
Compound	13	14	15	16	17	18
Efflux pump inh	0.1	0.0	-0.1	-0.4	0.0	-0.2
GLD-1 RNA inh	-3	1	1	5	7	-6
ZTA counter	-12	2	2	-4	11	-7
CR mimetic SO	114	93	118	100	110	109
MCL1-BIM inh	7	5	7	-24	-5	1
EBNA-1 inh	-4	10	2	-2	5	2
MEX-5 binding	-3.6	2.0	-0.6	-4.4	1.6	1.8
Fam108B inh	-4	-37	5	5	4	3
BCLXL inh	1	5	-1	-7	1	4

19. CCC(=O)Nc1nnc(SCC(=O)c2ccc3c(c2)Cc2ccccc2-3)s1
20. O=C1NCCn2nc3ccccc3c21
21. Cc1ccc(-n2nnnc2SCC(=O)c2cc(C)n(-c3cc(C)on3)c2C)c(C)c1
22. Cc1nnc(NC(=O)CSc2nc3c(c(=O)n(C)c(=O)n3C)n2C(C)C)s1
23. CSCCC(NC(=O)c1cc([N+](=O)[O-])cc([N+](=O)[O-])c1)c1nc2ccccc2[nH]1 (stereo not given)
24. O=C1c2ccccc2C(=O)N1CCCc1nc2ccccc2c(=O)n1-c1cccnc1
Compound	19	20	21	22	23	24
Efflux pump inh	0.0	0.0	0.1	0.1	-0.1	-0.1
GLD-1 RNA inh	6	-1	-1	-4	-3	0
ZTA counter	6	17	-17	-9	-4	-1
CR mimetic SO	115	101	98	128	123	92
MCL1-BIM inh	0	9	-10	-6	8	8
EBNA-1 inh	31*	5	3	-8	3	11
MEX-5 binding	-2.8	nt	1.2	0.9	-1.0	3.0
Fam108B inh	-10	1	-4	-2	4	2
BCLXL inh	2	6	-6	-7	3	9

# In another format: 3 of the compounds above.
No. | Molecule | Efflux pump inh | GLD-1 RNA inh | ZTA counter | CR mimetic SO | MCL1-BIM inh | EBNA-1 inh | MEX-5 binding | Fam108B inh | BCLXL inh
21 | Cc1ccc(-n2nnnc2SCC(=O)c2cc(C)n(-c3cc(C)on3)c2C)c(C)c1 | 0.1 | -1 | -17 | 98 | -10 | 3 | 1.2 | -4 | -6
22 | Cc1nnc(NC(=O)CSc2nc3c(c(=O)n(C)c(=O)n3C)n2C(C)C)s1 | 0.1 | -4 | -9 | 128 | -6 | -8 | 0.9 | -2 | -7
23 | CSCCC(NC(=O)c1cc([N+](=O)[O-])cc([N+](=O)[O-])c1)c1nc2ccccc2[nH]1 (stereo not given) | -0.1 | -3 | -4 | 123 | 8 | 3 | -1.0 | 4 | 3

# Gathered by group, those above containing two or more sulfur atoms (2)
19. CCC(=O)Nc1nnc(SCC(=O)c2ccc3c(c2)Cc2ccccc2-3)s1
22. Cc1nnc(NC(=O)CSc2nc3c(c(=O)n(C)c(=O)n3C)n2C(C)C)s1
Compound	19	22
Efflux pump inh	0.0	0.1
GLD-1 RNA inh	6	-4
ZTA counter	6	-9
CR mimetic SO	115	128
MCL1-BIM inh	0	-6
EBNA-1 inh	31*	-8
MEX-5 binding	-2.8	0.9
Fam108B inh	-10	-2
BCLXL inh	2	-7

# New compounds follow:
25. COc1ccc(NC(=O)CC(c2ccco2)C(C)C)cc1 (stereo not given)
26. CCN1CCCC1CNC(=O)C1CCN(C(=O)c2cc3sccc3n2Cc2ccc(F)cc2)CC1 (stereo not given)
27. CCCCCCN1C2=NCCCN2c2ccccc21
28. CC(=O)Nc1ccc(NC(=O)CSc2cn(CC(=O)N3CCOCC3)c3ccccc23)cc1
Compound	25	26	27	28
Efflux pump inh	-0.1	0.1	0.1	0.1
GLD-1 RNA inh	-4	-1	-1	2
ZTA counter	-5	9	0	-6
CR mimetic SO	92	85	107	89
MCL1-BIM inh	-1	5	5	4
EBNA-1 inh	2	2	2	0
MEX-5 binding	1.2	-1.6	1.2	-1.9
Fam108B inh	0	-1	-1	1
BCLXL inh	-1	7	9	0
